Growth percent in the NCI-60 one-dose screen (48 h, 10 µM unless noted): 100 = growth as untreated, 0 = no growth, -100 = all killed.
HL-60(TB) = HL-60(TB) leukemia cells; 78,000 tested, 9% active; active means growth percent below 10
An asterisk follows results filed as active; & = joins results of further samples.

Sample of the layout, 4 compounds:
SMILES,HL-60(TB)
Cc1ccc(N=Nc2c(S(=O)(=O)O)cc3cc(S(=O)(=O)O)c(N=Nc4ccc([N+](=O)[O-])cc4)c(O)c3c2N)cc1,106
Nc1nc(C(=O)O)cs1,96
CCCCSc1nc(Nc2ccc(/C(C)=N/NC(N)=S)cc2)c(C#N)c(-c2ccc(OC)cc2)n1,92
COc1ccc(/C=N/C2=C(C#N)C(c3ccc([N+](=O)[O-])cc3)c3c(ccc4ccccc34)O2)cc1 (stereo not drawn),84

This part in full, repeating the preview:
SMILES,HL-60(TB)
Cc1ccc(N=Nc2c(S(=O)(=O)O)cc3cc(S(=O)(=O)O)c(N=Nc4ccc([N+](=O)[O-])cc4)c(O)c3c2N)cc1,106
Nc1nc(C(=O)O)cs1,96
CCCCSc1nc(Nc2ccc(/C(C)=N/NC(N)=S)cc2)c(C#N)c(-c2ccc(OC)cc2)n1,92
COc1ccc(/C=N/C2=C(C#N)C(c3ccc([N+](=O)[O-])cc3)c3c(ccc4ccccc34)O2)cc1 (stereo not drawn),84
CC(C)NC(=O)N(CCCCBr)N=O,103
O=C1CCC23OC=CC2C(O)c2ccccc2N13 (stereo not drawn),89
CC(=O)C(/C=N\C(N)=S)=C(\C)O,107
COc1ccc(-c2nc3sccn3c2-c2nc3ccccc3[nH]2)cc1,93
c1ccc2c([C@H]3C[C@H](c4c[nH]c5ccccc45)c4[nH]c5ccccc5c43)c[nH]c2c1,97
COc1ccc([C@H]2c3[nH]c4ccccc4c3C[C@H]3C(=O)N(C4CCN(Cc5ccccc5)CC4)CC(=O)N23)c(OC)c1,60
COc1ccc(-c2nnc(SCC(=O)Nc3ccc(C(=O)/C=C/c4cc(OC)c(OC)c(OC)c4)cc3)o2)cc1OC,86
O=c1cc(C2=NCCc3c2[nH]c2ccccc32)c2ccc3ccccc3c2o1,91

2 records picked at random from the list so far, as already listed:
SMILES,HL-60(TB)
CCCCSc1nc(Nc2ccc(/C(C)=N/NC(N)=S)cc2)c(C#N)c(-c2ccc(OC)cc2)n1,92
O=c1cc(C2=NCCc3c2[nH]c2ccccc32)c2ccc3ccccc3c2o1,91

(next part)
SMILES,HL-60(TB)
O=C(O)c1ccccc1-n1c2ccccc2c2ccccc21,81
CNC(=O)c1cc(Oc2ccc(NC(=O)Nc3ccc(Cl)c(SC)c3)c(F)c2)ccn1,46
Brc1ccc2c(c1)sc1nc(-c3c[nH]c4ccccc34)c(Nc3ccccc3)n12,78
NS(=O)(=O)c1ccc(C(=O)N2N=C(c3ccccc3)CC2c2ccc3c(c2)OCO3)cc1 (stereo not drawn),92
Cc1ccc2oc(=O)cc(C3NNC(=S)N3)c2c1 (stereo not drawn),100
Cc1cc(NS(=O)(=O)c2ccc(N=Nc3c(Nc4ccccc4)nn(-c4ccc(S(=O)(=O)Nc5ccncn5)cc4)c3C)cc2)no1,86
CC(C)OCc1cc(CN2CCN(c3cccc(Cl)c3)CC2)c(O)c2ncccc12,-46*
O=C(C(=O)N1CCCC1)c1cn(CCCn2cc(C(=O)C(=O)N3CCCC3)c3cc(Br)ccc32)c2ccc(Br)cc12,86
CC1=NN(CC(=O)N/N=C/c2ccc(Cl)cc2)C(=O)CC1,108
COc1cc2c(cc1OC)C1=NN(C(=O)Nc3c(C)cccc3C)C(c3ccc(F)cc3)C1C2 (stereo not drawn),92
C/C(O)=C(/N=Nc1ccccc1)C(=O)O,129
O=C1N[C@H](Cc2cnc[nH]2)C(=O)N2CCC[C@@H]12,102
O=C(O)c1ccc(-n2cc(C(c3oc(CO)cc(=O)c3O)c3oc(CO)cc(=O)c3O)c(-c3ccc(F)cc3)n2)cc1,110
O=C(O)c1cn(-c2ccccc2)nc1-c1ccc(O)cc1,96
NC(=O)SCC(=O)Nc1ccc(S(N)(=O)=O)cc1,103
OC(CCCC(O)c1ccccc1)c1ccccc1 (stereo not drawn),93
COc1ccc(/C=C/C(=O)Oc2cc(C)c3sc(=O)[nH]c3n2)cc1,105
O=c1oc2ccc(Cl)cc2cc1-c1nn(-c2ccccc2)cc1-c1nn[nH]n1,98
C=CC1(C)C(O[Si](C)(C)C(C)(C)C)CC2C3OC(=O)NC31c1cccc3c1[C@H](C(=O)N3C)C2(C)C (stereo partly drawn),23
CC(=O)c1c(C)nc(SCC(=O)Nc2ccc(F)cc2)n1-c1ccc(Cl)cc1,114
COc1ccccc1NC(=O)C1CCC(=O)N1c1ccc(C)cc1 (stereo not drawn),96
Cc1nc(-c2cc3ccccc3oc2=O)ccc1C(=O)/C=C/c1c[nH]c2ccccc12,101
OCC1(CO)COC2(CCCCC2)N1,100
O=C1NC(=O)C2(CCCC2)C(=O)N1,102&107

Gathered by group: the entries above with two or more sulfur atoms.
SMILES,HL-60(TB)
Cc1ccc(N=Nc2c(S(=O)(=O)O)cc3cc(S(=O)(=O)O)c(N=Nc4ccc([N+](=O)[O-])cc4)c(O)c3c2N)cc1,106
CCCCSc1nc(Nc2ccc(/C(C)=N/NC(N)=S)cc2)c(C#N)c(-c2ccc(OC)cc2)n1,92
Cc1cc(NS(=O)(=O)c2ccc(N=Nc3c(Nc4ccccc4)nn(-c4ccc(S(=O)(=O)Nc5ccncn5)cc4)c3C)cc2)no1,86
NC(=O)SCC(=O)Nc1ccc(S(N)(=O)=O)cc1,103

(more compounds)
SMILES,HL-60(TB)
Cc1ccc2nc(NC(=O)CSc3nc(Cl)c(C#N)c(-c4ccccc4)n3)sc2c1,95
O=C(Nc1cccc2c1C(=O)c1ccc(Nc3cc(NC(=O)c4ccccc4)c4c(c3)C(=O)c3ccccc3C4=O)cc1C2=O)c1ccccc1,99
O=C(Cn1cnc2c(cc(-c3ccccc3)n2-c2ccncc2)c1=O)Nc1ccc(F)cc1,93
O=C(O)c1ccc(-c2nn(-c3ccc(C(F)(F)F)cc3)cc2CNc2cccc(F)c2)cc1,100
O=[N+]([O-])c1cc2ccccc2c(O)c1O,101
CCCCCCCC/C=C\CCCCCCCCOc1cccc(CC(=O)NCC[N+]2(C)CCOCC2)c1,68
CCCCN(C1CCN(Cc2ccc(F)cc2)CC1)S(=O)(=O)N[C@@H](C(=O)OC)C(C)C,79
CSCCC(NC(=O)c1ccccc1)C(=O)N/N=C1\S/C(=C/c2ccc(Cl)cc2)C(=O)N1Cc1ccccc1 (stereo not drawn),59
CCCCCCCCCCNCCSS(=O)(=O)O,79
Cc1c(C(=O)/C=C/c2cc3ccccc3n3nnnc23)nnn1-c1ccc([N+](=O)[O-])cc1,99
Cc1nnc(Cc2ccco2)c2n[nH]c(C)c12,93
Clc1ccc(-n2ncc3c(Nc4ccc(OCc5ccccc5)cc4)ncnc32)cc1,87
Nc1ccc(C(=O)OCc2ccccc2)cc1,84
COc1ccc(-n2c(Sc3nnc(N)s3)nc3cc(OC)c(OC)cc3c2=O)cc1,91
Cc1ccc(C2=NN(C(=O)c3ccc(S(N)(=O)=O)cc3)C(c3ccc(C)cc3)C2)cc1 (stereo not drawn),71
O=NN(CCF)C(=O)NC1CCC(=O)NC1=O (stereo not drawn),95
ClC(Cl)(Cl)c1nc2nccnc2[nH]1,103
CCCCCCCSc1nnc(-c2c(C)nc3ccc(Cl)cn23)o1,114
N#CC(C#N)=NNc1cccc2c1C(=O)c1ccccc1C2=O,105
COc1ccc(C2C3C=CC(C3)C2C(=O)O)cc1 (stereo not drawn),76
COc1ccc2c(c1O)-c1c3c(cc4c1[C@H](C2)N(C)CC4)OCO3,122
CC(=O)NC(CCC(=O)O)C(=O)O (stereo not drawn),101
COc1ccccc1CN(Cc1ccccc1)c1c(NC2CCCCC2)oc(=O)c2ccccc12,110
O=C(Nc1ccc(N2CCNCC2)cc1)c1[nH]ncc1Nc1cc(Oc2ccccc2)ncn1,-50*
COc1cc(/C=C2\COc3ccc(O)c(O)c3C2=O)cc(OC)c1,-30*
Cc1cc(=O)oc2cc(OCCCCOc3ccc(/C=C/C(=O)Nc4ccccc4)cc3)ccc12,95
CC(=O)Nc1ccc(C)cc1Br,99
COc1ccc(NC2=NCCN2)cc1,100
COc1ccc(NC(=O)CSc2nc3ccccc3c(=O)n2Cc2ccc(S(N)(=O)=O)cc2)cc1,98
N#Cc1ccc(N)cc1,100
CCOC(=O)c1[nH]c(C)c(/C=N/O)c1C,118
COc1ccc(C(=O)C(C#N)c2cc(OC)c(OC)c(OC)c2)cc1 (stereo not drawn),96
CCCCCCCCCCN1CC2CCCCC2C1 (stereo not drawn),68
OCCNc1nc(Nc2ccc(C3=NN(c4cc(Cl)cc(Cl)c4)C(c4ccc(F)cc4)C3)cc2)nc(N2CCOCC2)n1 (stereo not drawn),107
O=C(/C=C\C=C\c1ccccc1)c1ccc([N+](=O)[O-])cc1,91
Cc1ccc(NCC(=O)Nn2c(COc3ccccc3)nc3ccccc3c2=O)cc1,94
O=C(Nc1ccc(F)cc1)c1cc2ccccc2cc1O,71
COc1cc(C2c3cc4c(cc3C(OC(=O)C[n+]3ccccc3)C3COC(=O)C23)OCO4)cc(OC)c1OC (stereo not drawn),-32*
C/C(=C(/C#N)C(=O)O)c1ccccc1,90
C=C(C)CN(CC(=C)C)C(=O)c1ccccc1,93
COc1ccc(-c2nc3ccccn3c2/C=C/C(=O)c2cc(OC)c(OC)c(OC)c2)cc1,50
O=C1CC(c2ccccc2)Sc2ccccc2N1 (stereo not drawn),86
Cc1cccc2c1nc(-c1ccc(O)c(O)c1)n2Cc1c(F)cccc1F,83
S=C1SCC(c2ccccc2)S1 (stereo not drawn),108
COc1ccc(-c2cc(=O)c3ccc4ccccc4c3o2)cc1OC,80
O=C(/C=C/c1ccccc1)COC(=O)c1ccccc1,109
C/C(=N\NC(=O)CSc1nc2ccccc2c(=O)n1CCc1ccc(S(N)(=O)=O)cc1)c1ccc(F)cc1,65
CN(C)c1ccc(/C=C(\C#N)C(=O)c2ccccc2)cc1,84
CCCCC(=O)OC1CCCCC1,90
CCCCCCOc1ccc(/C=C/C(=O)c2ccc(B(O)O)cc2)cc1,19
CC1(C)CC(Cc2ccccc2)C(=O)c2ccccc21 (stereo not drawn),104
CC(=O)O/N=C(/C)c1ccccc1,103
CC(=O)Nc1ccc2c(c1)-c1ccc(F)cc1C2,94
CC(C)NC(=O)N/C=C(\C#N)C(N)=O,137
CCOC(=O)c1cc(=O)nc2n1N=C1C(C#N)=C(C)C=C(c3ccccc3)N1N2,126
N#Cc1c(NCc2ccccc2F)sc2c1CCCC2,105
N=C(N)NCCC[C@H](NC(=O)[C@H](CCCNC(=N)N)NC(=O)[C@H](CCCNC(=N)N)NC(=O)[C@H](CCC(N)=O)NC(=O)[C@H](CCCNC(=N)N)NC(=O)[C@H](CCCNC(=N)N)NC(=O)[C@H](CCCCN)NC(=O)[C@H](CCCCN)NC(=O)[C@H](CCCNC(=N)N)NC(=O)CNC(=O)[C@H](CCCNC(=N)N)NC(=O)[C@H](CCCCN)NC(=O)[C@@H]1CCCN1C(=O)Cc1ccc(O)cc1)C(N)=O,103
CCCOC(=O)NCCO,104
N#Cc1c(-c2ccccc2)nc(N=Nc2c(O)[nH]c3ccc(Br)cc23)[nH]c1=O,102
COc1ccc2c(c1)OC1=C(C(=O)OC1)C2c1cc(OC)c2c(c1)OCO2 (stereo not drawn),-13*

Further records
SMILES,HL-60(TB)
CCCc1[nH]nc2c1C(c1cc3c(cc1[N+](=O)[O-])OCO3)C(C#N)=C(N)O2 (stereo not drawn),103
COc1cc(F)c(/C=C/c2cc(/C=C/c3cc(OC)c(OC)cc3F)n(-c3ccc(OC(F)(F)F)cc3)n2)cc1OC,90
CCN1C(=S)N(CC)C2C1NC(=O)N2/N=C/C=C/c1ccccc1OC (stereo not drawn),75
NNC(=O)c1ccc[n+](Cc2ccccc2)c1,106
COc1ccc(CSc2nc3cc(OC)c(OC)cc3c(=O)n2-c2ccc(OC)cc2OC)cc1,112
CN=S(C)(=O)c1ccc(-c2cnc(N)c(C(=O)Nc3ccccc3)n2)cc1 (stereo not drawn),98
Cc1cccc[n+]1CC(O)C[n+]1ccccc1C,66
CC1CCCCC1(O)C[N+](=O)[O-] (stereo not drawn),95
CCC(CC)CNC(=O)CCl,98
Oc1cccnc1CN1CCCC1,100
Cc1cc(CCNC=O)c(C)c2c1sc1ccccc12,92
CCOc1ccc(-c2nc3ccc(-c4nc5ccc(N6CCN(CCN(C)C)CC6)cc5[nH]4)cc3[nH]2)cc1,96
CNCCC1CCCCC1,68
CN1C(=O)[C@]23O[C@]4(O)CC(=O)N5C(C)(C)[C@H](Cc6cccc1c62)[C@@]3(C(=O)O)[C@@]54O,98
Cc1cccc(/C=C/c2nn3c(-c4cccnc4)nnc3s2)c1,125
NNc1ccc(-c2ccccc2)cc1,114
O=C(Nc1ccc(NC(=O)c2ccccc2)c2ccccc12)c1ccccc1,91
CCCn1nc(C(=O)N2CCCCC2)c2c1CCC(N1CCc3ccccc3C1)C2 (stereo not drawn),97
Cc1ccc(CCC=O)cc1,95
Cc1cnc[nH]1,62
CCCCn1c(=O)[nH]c2c(c1=O)C(c1ccc(Cl)cc1)c1c([nH]c(=O)n(CCCC)c1=O)N2,99
COc1cc([N+](=O)[O-])c(C)cc1NC(=O)c1ccc(OC)c(OC)c1,89
O=S(=O)(NCCCNc1cc(-c2c(-c3cccc(O)c3)nc3sccn23)ccn1)c1cccc2ccccc12,41
COc1ccc(C2=C(c3c[nH]c4ccccc34)C(=O)OC2)cc1OC,104
O=C(Nc1ccccc1CO)c1ccccc1,103
O=C1Nc2ccccc2C12Nc1cc(Cl)ccc1S2 (stereo not drawn),72
COc1ccc(/C=C/C(=O)c2ccc(OC)c(S(N)(=O)=O)c2)c(C(F)(F)F)c1,3.7*
Cc1ccc(-[n+]2noc([O-])c2C2=NOC(c3ccccc3)C2)cc1 (stereo not drawn),116
COc1cc(/C=C2\C(=O)Nc3cc(Cl)ccc32)ccc1OCc1ccc(F)cc1,120
N#CC1=C(N)OC2=C(C(=O)c3ccccc3C2=O)C1c1ccc(F)cc1 (stereo not drawn),100
C[C@H](O)[C@@H](C)O,93
CC(=O)C1=C(O)C=C2Oc3c(C(=O)/C=C/c4c(Cl)cccc4Cl)c(O)c(C)c(O)c3[C@]2(C)C1=O,-39*

Source: PubChem BioAssay

Only part of the results is shown; the hit share may differ from the screen's.
